# High-throughput results from PubChem BioAssay.
# USP2a inh – qHTS Assay for Inhibitors of Ubiquitin-specific Protease USP2a; 60,000 tested, 0.1% active; AID 927, 2007; Ubiquitin carboxyl-terminal hydrolase 2 (Homo sapiens), O75604; Potency, µM (top dose mostly 38.3 µM), for the others: at the highest dose activity change, negative = inhibition, hits mostly inhibitors; USP2a enzymatic assay, qHTS inhibition;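 also: potency is read from the fitted curve at half-maximal effect; nearly all actives have a fitted effect of over 60% in size; plate controls were DMSO for no effect and NEM full inhibition control for full effect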
#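 USP2 core (20nM final) preincubated 30 min RT with compound, then Ub-PLA2 20nM and NBD C6-HPC 20uM final added; buffer 20mM Tris-HCl pH 8.0, 2mM CaCl2. Fluorescence Ex 460/Em 535 read at 0 and 2.5 h; normalized to NEM.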
# HADH2 inh – qHTS Assay for Inhibitors of HADH2 (Hydroxyacyl-Coenzyme A Dehydrogenase, Type II); 3-hydroxyacyl-CoA dehydrogenase type-2 (Homo sapiens), Q99714; recombinant HADH2, NADH fluorescence, beta-hydroxybutyryl-CoA; Potency, µM (series often up to 57.1 µM), inactives show top-dose activity change, negative = inhibition, usual class: inhibitors; 73,000 tested, 3.4% active; AID 886, 2007; also: potency is read from the fitted curve at half-maximal effect; % is scaled to controls: 0 for no effect and ±100 for the full control effect; nearly all actives have a fitted effect of over 60% in size; many of its hits are not listed in these tables
# Target sequence (Q99714 whole entry, looked up, one chain of several): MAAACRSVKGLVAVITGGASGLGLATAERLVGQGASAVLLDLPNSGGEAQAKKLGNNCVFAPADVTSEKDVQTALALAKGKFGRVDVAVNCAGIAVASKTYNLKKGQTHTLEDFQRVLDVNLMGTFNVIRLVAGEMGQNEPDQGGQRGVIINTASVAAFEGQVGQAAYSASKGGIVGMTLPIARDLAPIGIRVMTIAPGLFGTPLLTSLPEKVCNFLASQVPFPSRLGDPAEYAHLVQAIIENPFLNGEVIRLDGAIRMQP
#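 20 nM HADH2 + cpd, 15 min RT; add 1 mM NAD+/90 uM beta-hydroxybutyryl-CoA; kinetic fluorescence 360/450 nm, 4 min. Tris-HCl pH 9.0, 0.01% Tween-20.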
# ALOX15 inhib – qHTS Assay for Inhibitors of 15-hLO (15-human lipoxygenase); Polyunsaturated fatty acid lipoxygenase ALOX15 (Homo sapiens), P16050; 74,000 tested, 1.4% active; purified 15hLO-1, xylenol orange hydroperoxide absorbance; Potency, µM (top dose mostly 57.1 µM), inactives show at the highest dose activity change, negative = inhibition, most hits filed as inhibitors; also: potency is read from the fitted curve at half-maximal effect; % is scaled to controls: 0 for no effect and ±100 for the full control effect; nearly all actives have a fitted effect of over 55% in size
# Target sequence (P16050 whole entry, looked up): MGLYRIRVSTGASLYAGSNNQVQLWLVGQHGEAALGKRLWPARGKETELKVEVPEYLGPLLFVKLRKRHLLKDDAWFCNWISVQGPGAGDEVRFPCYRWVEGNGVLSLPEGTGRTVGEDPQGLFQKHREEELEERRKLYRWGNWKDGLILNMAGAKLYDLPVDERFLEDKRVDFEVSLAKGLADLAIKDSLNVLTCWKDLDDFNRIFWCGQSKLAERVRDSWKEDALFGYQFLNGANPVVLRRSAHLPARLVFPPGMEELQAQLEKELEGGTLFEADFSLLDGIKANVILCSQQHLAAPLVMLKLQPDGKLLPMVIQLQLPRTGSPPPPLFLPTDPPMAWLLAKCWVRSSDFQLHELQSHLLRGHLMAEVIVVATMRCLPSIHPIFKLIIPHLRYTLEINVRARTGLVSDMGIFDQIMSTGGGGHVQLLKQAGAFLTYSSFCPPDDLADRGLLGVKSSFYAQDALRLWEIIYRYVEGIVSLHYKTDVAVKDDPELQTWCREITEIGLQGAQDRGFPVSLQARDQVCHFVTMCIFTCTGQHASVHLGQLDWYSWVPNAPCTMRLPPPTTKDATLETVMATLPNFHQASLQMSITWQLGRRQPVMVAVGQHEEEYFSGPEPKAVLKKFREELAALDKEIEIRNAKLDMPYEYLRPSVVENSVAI
#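 Inhibition is scored from a chromogenic endpoint. After 15 min enzyme-compound contact, arachidonic acid (50 uM final) reacts 6 min with 40 nM 15hLO-1 at room temperature, then Fe-XO reagent is added for 30 min and absorbance ratio recorded.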
# BRCT inh green – qHTS Assay for Inhibitors of BRCT-Phosphoprotein Interaction (Green Fluorophore); Breast cancer type 1 susceptibility protein (Homo sapiens), P38398; BRCA1 BRCT-phosphopeptide binding, green fluorescence polarization; Potency, µM (series often up to 76.9 µM), inactives show at the highest dose activity change, negative = inhibition, actives largely listed as inhibitors; 75,000 tested, 0.05% active; AID 875, 2007;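 also: potency is read from the fitted curve at half-maximal effect; plate controls were peptide without protein for full effect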
#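 Compounds were incubated for 12 min at room temperature with a complex of 100 nM fluorescein-tagged pBACH1 decapeptide and 250 nM His-tagged BRCT protein. Buffer was phosphate pH 7.3 with EDTA, DTT and Tween 20. Disruption of binding lowers the polarization signal.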
# Caspase-1 inhib – qHTS Assay for Allosteric/Competitive Inhibitors of Caspase-1; Caspase-1 enzyme, Ac-WEHD-AFC fluorogenic rate; AID 900, 2007; Potency, µM (top dose mostly 57.5 µM), without a hit: top-dose activity change, negative = inhibition, usual class: inhibitors; 75,000 tested, 0.03% active;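 also: potency is read from the fitted curve at half-maximal effect; plate controls were vehicle for no effect and no substrate for full effect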
# BRCT PPI red – qHTS Assay for Inhibitors of BRCT-Phosphoprotein Interaction (Red Fluorophore) | Breast cancer type 1 susceptibility protein (Homo sapiens), P38398 | BRCT-phosphopeptide binding, red fluorescence polarization | Potency, µM (titrated, usually from 76.9 µM), without a hit: top-dose activity change, negative = inhibition, actives largely listed as inhibitors | 75,000 tested, 0.03% active | AID 892, 2007; also: % is scaled to controls: 0 for no effect and ±100 for the full control effect
#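 Fluorescence polarization: 100 nM His-tagged BRCA1 BRCT with 100 nM TAMRA-labelled phospho-BACH1 decapeptide, phosphate buffer pH 7.3 with 150 mM NaCl, DTT, 0.01% Tween 20; 12 min RT. Binding inhibition seen as FP decrease.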
# Caspase-7 inhib – qHTS Assay for Allosteric/Competitive Inhibitors of Caspase-7 | Potency, µM (titrated, usually from 57.5 µM), for inactives: top-dose activity change, negative = inhibition, usual class: inhibitors | recombinant caspase-7, Ac-DEVD-AFC fluorescence rate | P55210 | 75,000 tested, 0.02% active; active = well fitted inhibition curve with a large enough effect in the main read-out, with a control signal flat, not every such curve was filed as active; inconclusive = small, poorly fitted or top-dose-only effect, or a change in a side signal; also: potency is read from the fitted curve at half-maximal effect; % of control where 0% means no effect
# DNA Pol III inh – qHTS Assay for Inhibitors of DNA Polymerase III Holoenzyme System; reconstituted DNA polymerase III holoenzyme replication, biochemical; AID 603, 2007; 71,000 tested, 0.25% active; Potency, µM (doses to about 57.1 µM), for the others: top-dose activity change, negative = inhibition; also: potency is read from the fitted curve at half-maximal effect; % is scaled to controls: 0 for no effect and ±100 for the full control effect
#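 Reconstituted *E. coli* holoenzyme (0.35 nM Pol III, 1 nM beta, 154 nM SSB, 2 nM primase) was preincubated with compound for 15 min at RT. Synthesis on 1.4 nM ssM13Gori ran 35 min, then was stopped with PicoGreen/EDTA and read as dsDNA fluorescence.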
# Rhodamine fluor – qHTS Assay for Spectroscopic Profiling in Rhodamine Spectral Region | Rhodamine-region fluorescence, 547/598 nm, Tris buffer; stronger effect = higher value | max dye-equivalent concentration, M | 59,000 tested, 0.05% active; in the data active = max dye-equivalent concentration above about 11 nM; inconclusive = between about 1.1 nM and that limit
#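 A six-point rhodamine series on each plate calibrates the signal. Compounds sit in 100 mM Tris (pH 8.0) for 15 min at ambient temperature before imaging through 547 nm/598 nm filters.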
# Tau fil binding – qHTS Assay for Tau Filament Binding. Potency, µM (highest dose often 57.1 µM), for the others: at the highest dose activity change, negative = inhibition. 71,000 tested, 2% active. recombinant tau filaments, thioflavin S fluorescence, 15 h; filaments grown with octadecylsulfate alongside compound. AID 596, 2007. Microtubule-associated protein tau (Homo sapiens), P10636;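 also: potency is read from the fitted curve at half-maximal effect; % is scaled to controls: 0 for no effect and ±100 for the full control effect; actives lower thioflavin S fluorescence by blocking filaments or displacing dye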
#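 ThS-based fibril read: tau 1 uM final, inducer ODS 30 uM final, 37 C for 15 h, ex 450/em 510 nm.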
# HEK293 cAMP cs – qHTS Assay for Agonists of the Thyroid Stimulating Hormone Receptor: Activators of Intracellular cAMP Concentrations in Parental HEK 293. parental HEK293 CNG cAMP sensor, membrane potential fluorescence. Potency, µM (titrated, usually from 57.1 µM), inactives show at the highest dose activation, actives largely listed as activators. 73,000 tested, 2.5% active. AID 938, 2007; also: potency is read from the fitted curve at half-maximal effect; % of control where 0% means no effect; nearly all actives have a fitted effect of over 55% in size
#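 Parental HEK 293 cells stably expressing a modified CNG channel (no TSHR) report cAMP rise as membrane depolarization. Membrane potential dye with 100 uM RO 20-1724 was loaded for 60 min at room temperature, then compound added for 30 min; fluorescence read at 590 nm.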
# An asterisk follows results filed as active; i = inactive; ? = inconclusive; · = not tested or not shown; [ ] = dose if it differs, or a comment. Unless noted, calls follow the shape of the dose curve; as a rule, active = well fitted curve in the direction sought with a large enough effect; inconclusive = small, poorly fitted or top-dose-only effect, or another doubt; inactive = no such curve, though single readings can be large; an effect the other way counts as inactive or inconclusive. These rows are one share of the data; rates above refer to the full screens.
No.	SMILES	USP2a inh	HADH2 inh	ALOX15 inhib	BRCT inh green	Caspase-1 inhib	BRCT PPI red
1	O=C(CN1CCCN(S(=O)(=O)c2ccc(Br)cc2)CC1)Nc1ccc2cn[nH]c2c1	50%[activator]	-2%	-14%	0.0%	-3%	0.3%
2	COc1ccc(-c2nnc(SC(C)C(=O)Nc3cccc(Cl)c3)o2)cc1 (stereo not drawn)	1%	9%	-17%	0.2%	-1%	-0.8%
3	COc1cccc(-c2nnc(SCC(=O)N3CCCc4ccccc43)o2)c1	13%	?	-26%	3.6%	-2%	-3.5%
4	O=C1c2ccccc2C(=O)C1c1ccncc1	·	-24%	-6%	-2.1%	-2%	1.6%
5	O=C(CSc1nnnn1-c1ccccc1)c1cc2ccccc2oc1=O	18%	-2%	-6%	1.2%	-3%	-0.5%
6	CC(=O)OCc1ccco1	·	7%	0%	-1.1%	2%	-0.6%
7	Cc1cc(C)cc(N(CC(=O)NC2CCC(C)CC2)S(=O)(=O)c2c(C)noc2C)c1 (stereo not drawn)	·	13%	-5%	0.7%	2%	-0.8%
8	O=C(CN1CCN(S(=O)(=O)/C=C/c2ccccc2)CC1)NC(=O)NCc1ccco1	14%	7%	-4%	-1.7%	-2%	0.2%
9	Cc1ccccc1CN1CCN(CC(=O)NCc2ccc3c(c2)OCO3)C1=O	7%	5%	4%	0.3%	5%	0.3%
10	COc1ccc(C(=O)N2CCN(C(=O)Cc3ccccc3)CC2)cc1OC	0%	14%	1%	-1.0%	1%	0.0%
11	COc1cccc(/C=c2\sc3nc(-c4cccs4)nn3c2=O)c1OC	26%	-5%	0%	1.0%	4%	0.0%
12	CCn1c(SCC(=O)Nc2cc(C)on2)nnc1-c1cccs1	12%	5%	6%	-0.7%	3%	-1.5%

No.	Caspase-7 inhib	DNA Pol III inh	Rhodamine fluor	Tau fil binding	HEK293 cAMP cs
1	-3%	2%	i	67%	10%
2	5%	16%	i	11%	28%
3	0%	0%	i	5%	?
4	-2%	-4%	·	-27%	0%
5	-3%	-8%	i	-24%	5%
6	0%	2%	·	0%	?
7	1%	-3%	·	18%	13%
8	-11%	-1%	i	-12%	-1%
9	-1%	-6%	i	11%	4%
10	-1%	-3%	i	-10%	8%
11	3%	1%	i	5%	13%
12	0%	-3%	i	5%	1%

# Remaining list, next part.
No.	SMILES	USP2a inh	HADH2 inh	ALOX15 inhib	BRCT inh green	Caspase-1 inhib	BRCT PPI red
13	COc1ccc(S(=O)(=O)Cc2ccc(C(=O)NCc3ccco3)o2)cc1	·	1%	-4%	-1.8%	-4%	0.2%
14	CC(C)=CCC/C(C)=C/CO/N=C1/C[C@@H](O)[C@@H](O)[C@@H]2[C@@H]3C(=O)N(Cc4ccc5c(c4)OCO5)C(=O)[C@H]3CC[C@@H]12	·	-2%[11.4 µM]	-8%[11.4 µM]	-2.0%[15.4 µM]	-2%[11.5 µM]	0.0%[15.4 µM]
15	Cc1cc(C)n(-c2nc3c(c(=O)[nH]c(=O)n3C)n2Cc2ccc(F)cc2)n1	7%	15%	-3%	-1.4%	-1%	0.7%
16	CCC1SC2=NCN(c3ccccc3)CN2C1=O (stereo not drawn)	0%	7%	7%	-5.6%	0%	-0.5%
17	CC(C)n1nnnc1C(c1ccc(F)cc1)N1CCN(C2CCCC2)CC1 (stereo not drawn)	·	21%	3%	-3.3%	0%	-0.4%
18	Cn1c(-c2ccccc2)c(CCO)c2ccccc21	-1%	?	-6%	0.1%	-3%	-0.8%
19	COC(=O)c1cccc(C(=O)Oc2cccc(Br)c2)n1	3%	-5%	-7%	-0.3%	0%	-0.1%
20	CCCCCOc1ccc(/C=c2\sc3ncnn3c2=O)cc1	-1%	-1%	-9%	-1.8%	0%	-0.6%
21	COCCn1c(SCc2ccc(C(=O)OC)o2)nc2cc(Cl)ccc2c1=O	0%	10%	-10%	-1.8%	-3%	-1.2%
22	Cc1nc(CSc2nnc3scc(-c4ccc(Cl)cc4)n23)cs1	0%	1%	-1%	1.9%	0%	0.2%
23	O=C1CCCC=C1[C@@H](O)CCOC(c1ccccc1)(c1ccccc1)c1ccccc1	·	-5%[11.4 µM]	15%[11.4 µM]	-0.7%[15.4 µM]	-19%[11.5 µM]	-0.6%[15.4 µM]
24	CCOC(=O)c1sc2nc3n(c(=O)c2c1C)CCCCC3	5%	-2%	-17%	-0.3%	-8%	-1.7%

No.	Caspase-7 inhib	DNA Pol III inh	Rhodamine fluor	Tau fil binding	HEK293 cAMP cs
13	-2%	-2%	·	14%	5%
14	0%[11.5 µM]	·	·	·	-6%[11.4 µM]
15	-8%	-8%	i	20%	10%
16	0%	-5%	i	-1%	2%
17	2%	-3%	i	3%	?
18	-2%	-3%	i	-11%	26%
19	0%	-8%	i	-9%	-1%
20	1%	-1%	i	9%	13%
21	-4%	-2%	i	22%	20µM*
22	-1%	-5%	i	0%	25%
23	-1%[11.5 µM]	·	·	·	?
24	0%	-1%	·	28%	18%

# Structures shown so far that have a thiophene ring, fused or not (3):
No.	SMILES	USP2a inh	HADH2 inh	ALOX15 inhib	BRCT inh green	Caspase-1 inhib	BRCT PPI red
11	COc1cccc(/C=c2\sc3nc(-c4cccs4)nn3c2=O)c1OC	26%	-5%	0%	1.0%	4%	0.0%
12	CCn1c(SCC(=O)Nc2cc(C)on2)nnc1-c1cccs1	12%	5%	6%	-0.7%	3%	-1.5%
24	CCOC(=O)c1sc2nc3n(c(=O)c2c1C)CCCCC3	5%	-2%	-17%	-0.3%	-8%	-1.7%

No.	Caspase-7 inhib	DNA Pol III inh	Rhodamine fluor	Tau fil binding	HEK293 cAMP cs
11	3%	1%	i	5%	13%
12	0%	-3%	i	5%	1%
24	0%	-1%	·	28%	18%

# Continued.
No.	SMILES	USP2a inh	HADH2 inh	ALOX15 inhib	BRCT inh green	Caspase-1 inhib	BRCT PPI red
25	CCOC(=O)N1CCC(N2CC34C=CC(O3)C(C(=O)Nc3ccc(C)cc3)C4C2=O)CC1 (stereo not drawn)	·	11%	5%	-0.5%	2%	-1.9%
26	Cc1cc(C)nc(SC(C)C(=O)Nc2ccc(S(N)(=O)=O)cc2)n1 (stereo not drawn)	-10%	-9%	7%	-2.3%	1%	-0.3%
27	CCC1=C/C(=C/N(C)c2ccccc2)C(=O)S1	41%[activator]	4µM*	25µM*	-6.2%	-12%	-1.7%
28	CCCOc1ccc(S(=O)(=O)n2cc(Br)c(=O)[nH]c2=O)cc1	·	-9%	1%	0.8%	-2%	0.5%
29	Cc1nc(C)c(NC(=O)N2CCc3ccccc32)cc1NC(=O)N1CCc2ccccc21	34%[activator]	7%	-7%	-2.1%	-2%	0.4%
30	Cc1c(C(N)=O)sc(N)c1C(=O)OC(C)C	-5%	?	5%	-0.4%	-3%	-0.6%
31	O=C(C(F)C(F)(F)F)N1CCN(c2ccccc2)CC1 (stereo not drawn)	0%	4%	2%	-1.7%	-1%	0.9%
32	O=c1[nH][nH]c(=O)c2cc(N3CCCC3)ccc12	-1%	?	1%	-3.6%	-2%	-0.4%

No.	Caspase-7 inhib	DNA Pol III inh	Rhodamine fluor	Tau fil binding	HEK293 cAMP cs
25	0%	3%	·	-1%	5%
26	-2%	6%	i	24%	-2%
27	-8%	-1%	i	74%	15%
28	0%	·	·	·	26%
29	-2%	-2%	i	17%	27%
30	0%	-3%	·	12%	28%
31	0%	-4%	i	-16%	4%
32	0%	-4%	i	4%	5%
